UDG counterscr: counter-screen for AID inhibitors: uracil-DNA glycosylase inhibition; Potency, µM (series often up to 115 µM), for the others: top-dose activity change, negative = inhibition, actives largely listed as inhibitors; FRET deamination/UDG coupled assay, UDG read, 4 h; hit rate 0.14% among 91,000; note: nearly all actives have a fitted effect of over 65% in size
AID inhibitor: inhibitors of human activation induced cytidine deaminase. AID deamination FRET fluorescence, UDG-coupled, 4 h. AID 1347428. Q9GZX7. hit rate 0.32% among 91,000. Potency, µM (series often up to 115 µM), without a hit: at the highest dose activity change, negative = inhibition, actives largely listed as inhibitors; note: nearly all actives have a fitted effect of over 25% in size
Target sequence (Q9GZX7 whole entry, looked up): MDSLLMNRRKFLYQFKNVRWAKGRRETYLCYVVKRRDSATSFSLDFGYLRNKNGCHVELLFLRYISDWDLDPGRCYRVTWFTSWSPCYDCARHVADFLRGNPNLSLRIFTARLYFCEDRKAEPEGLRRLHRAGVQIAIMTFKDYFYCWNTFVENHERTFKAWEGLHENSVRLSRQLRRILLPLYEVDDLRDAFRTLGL
Numbers without * were called inactive; ? = inconclusive; & = joins results of further samples; [ ] = dose if it differs, or a comment. Calls come from the whole dose curve; as a rule, active = well fitted curve in the direction sought with a large enough effect; inconclusive = small, poorly fitted or top-dose-only effect, or another doubt; inactive = no such curve, though single readings can be large; an effect the other way counts as inactive or inconclusive. % is set by controls: 0 for no effect and ±100 for the full control effect; potency is the fitted concentration of half-maximal effect. A portion of the library; count on the stated rates, not on these rows.

SMILES | UDG counterscr | AID inhibitor
FC(F)(F)c1cc(C2CC2)[nH]n1 | -1% | -1%
CCc1nc(Oc2cccc(F)c2)c2oc3ccccc3c2n1 | 4% | -18%
CC(CCc1ccccc1)NC(=O)Cn1ncc2c3ccccc3n(Cc3ccccc3)c2c1=O (configuration not stated) | -12%[57.5 µM] | 6%
Cc1nc2ccccc2n1CCc1nc2c3ccccc3nc(SCc3cccc(F)c3)n2n1 | -19% | ?
CCN(Cc1cccc(F)c1)C(=O)c1cc(-c2ccncc2)nc2ccccc12 | -8% | -18%
COc1ccc(Cl)cc1NC(=O)Cn1cnc2sc(C)c(S(=O)(=O)N3CCN(c4ccccc4OC)CC3)c2c1=O | 5% | ?
CN(C)c1ccc(C2CC(c3c(O)n(C4CCCCC4)c(=O)[nH]c3=O)=Nc3ccccc3S2)cc1 (configuration not stated) | ? | 13%
Cc1cccc(-n2c3nc(=O)n(C)c(=O)c-3cc3c(C)nn(-c4ccccc4)c32)c1C | 5% | 16%
Cc1ccc2c(=O)c(C(=O)c3ccc(F)cc3)cn(CC(=O)NCc3ccccc3Cl)c2n1 | 7% | 12%
CC(=O)Nc1ccc(OCC(=O)c2ccccc2)cc1 | 8% | 3%
O=C(Cn1ccc2cc(S(=O)(=O)N3CCCCC3)ccc21)NCCc1ccc(Cl)cc1 | -12%[57.5 µM] | 3%
CCOc1ccc(-c2cn3c(n2)sc2cc(C(=O)NCCCN4CCCCCC4)ccc23)cc1 | -7% | -28%
CC1CCCC/C1=N\NC(=S)Nc1ccc(C(C)C)cc1 (configuration not stated) | -14% | -18%
COc1ccc(C)cc1Nc1nc2c(S(=O)(=O)c3cc(C)ccc3C)nnn2c2ccsc12 | 6% | 20%
C=CCNC(=S)N/N=C/c1ccccc1C(F)(F)F | -16% | -6%
Cc1nn(-c2nc3c(c(=O)n(CC(=O)C(C)(C)C)c(=O)n3C)n2C(C)C)c(C)c1C | -4% | -1%
COc1c(Cl)cc(C(=O)N(Cc2ccc(C)o2)C2CCS(=O)(=O)C2)cc1Cl (configuration not stated) | 89µM* | -21%
COc1ccc(OC)c(NC(=O)CSC2=Nc3ccccc3C3=NC(CC(=O)NCCc4ccccc4)C(=O)N23)c1 (configuration not stated) | 8% | ?
Cn1cc(S(=O)(=O)N2CCCC2)cc1C(=O)Nc1ccc(F)cc1F | 5% | -10%
Cc1cc(NC(=O)CCc2ncc(-c3ccc(F)cc3F)o2)no1 | 5% | 15%
Cc1ccc(NC(=O)CCc2nc3cccnc3n2-c2ccccc2)cc1 | ? | 8%
Cc1cc(C)c(OCC(=O)N2CCC(NC(=O)c3ccccc3)CC2)c(C)c1 | -2% | -8%
O=C(Cc1cccs1)Nc1cccc2c1CCCC2 | 1% | 4%
Cc1ccc(N(CC(C)C)S(=O)(=O)c2nnc(NC(=O)c3ccco3)s2)cc1 | -5%[57.5 µM] | -7%
COc1ccc(Oc2coc3cc(OCc4ccc(F)cc4)ccc3c2=O)cc1 | 9% | 11%
Cc1cc(C(=O)NC(C)CCc2ccccc2)cs1 (configuration not stated) | -11% | -15%
Cc1cc2oc(=O)cc(CN3CCN(C/C=C/c4ccccc4)CC3)c2cc1O | -15%&-1% | 0%&8%
COc1ccc(CN2CCN(C(=S)Nc3ccccc3)CC2CCO)cc1OC (configuration not stated) | 3% | -2%
CC1CCC[C@@]2(CCc3cc4c5c(c(=O)oc4cc3O2)CCC5)C1 (some centres not stated) | 6% | -5%
COc1cccc(Nc2ccc3cc(S(=O)(=O)N4CCC(C)CC4)ccc3n2)c1 | -18%[57.5 µM] | 1%
Cc1cccc(Nc2cc(C)nc(-n3nc(C)cc3C)n2)c1 | -5% | -29%
CCOC(=O)c1c(-c2ccccc2)oc2ccc(NS(=O)(=O)c3ccc(C)cc3C)cc12 | 25% | 12%
Cc1cc(C)c(S(=O)(=O)N2CCOC23CCN(C(=O)CC(C)C)CC3)c(C)c1 | -3% | -5%
O=C1CC(c2ccc(F)cc2)c2c(n3c(nc4ccccc43)[nH]c2=O)N1 (configuration not stated) | -1% | 10%
CCc1ccc(C2=C(C)C(=NCC(=O)Nc3ccc(C)c(F)c3)NS2(=O)=O)cc1 | 0% | -1%
CCN(CC)c1ccc(NC(=O)c2sc3ccccc3c2Cl)cc1 | 41%[activator] | 18%
COc1cccc(C(=O)Oc2ccc(C3SCCS3)cc2OC)c1 | -9% | -8%
CSc1ccc(CCNC(=O)c2noc(C)c2Cn2nc(C)cc2C)cc1 | 6% | -8%
O=C(O)CCSCC(=O)c1ccc(Br)cc1 | 0% | -11%
Cc1ccc2cccc(NC(=O)COc3ccccc3)c2n1 | -14% | -7%
O=C(Nc1ccc(F)c(F)c1)C(c1ccccc1)N1Cc2ccccc2C1=O (configuration not stated) | -9% | ?
CC(=O)N(Cc1cccnc1)c1nc2c(C)cccc2s1 | -2% | -2%
CCCCC(=O)Nc1nnc(S(=O)(=O)N(C)Cc2ccc(Cl)cc2)s1 | -1% | 5%
O=C(NCCc1nc2ccccc2n1Cc1ccccc1)c1ccco1 | 15% | ?
CC1CCC(C(C)C)C(OC(=O)CSc2ccccc2C(=O)O)C1 (configuration not stated) | 2% | -10%
CCNC(=O)Cn1c(-c2cccs2)cc2ccccc21 | -2% | 3%
Cc1cc(NC(=O)C(C)(C)Oc2ccc(Cl)cc2)cc(-c2nc3ncccc3o2)c1O | -8% | -3%
Cc1ccc(C2=NN(CC(=O)NC(C)c3ccccc3)C(=O)CC2)cc1 (configuration not stated) | -18% | 10%
Cc1cccc(NC(=O)CSc2nc3c(oc4ccccc43)c(=O)n2-c2ccccc2)c1C | 9% | ?
O=C(c1ccccc1)N1CCC(c2nc3ccccc3o2)CC1 | 10%[57.5 µM] | 6%
CN1C(=O)c2ccccc2Sc2ccc(NC(=O)NCc3cccc(Cl)c3)cc21 | 1% | -3%
CCc1sc(C(=O)Nc2ccccc2C)cc1C | 4% | -6%
CCc1cccc(NS(=O)(=O)c2ccc(-n3cccn3)cc2)c1 | -5% | 16%
Cc1cc2ccccc2n1CC(=O)NCC1CCC(C(=O)O)CC1 (configuration not stated) | 3% | 5%
CCc1cccc2c(C(=O)CN3CCC(C(=O)N4CCCC4)CC3)c[nH]c12 | 5% | 3%
CC(=O)NCCn1c(SCC(=O)Nc2ccc(C)cc2)nc2ccccc2c1=O | 5% | ?
O=C(CNC(=O)c1ccccc1)OCc1cc(=O)n2nc(C3CCCCC3)sc2n1 | 7% | 4%
O=C(Nc1nnc(-c2cc(Cl)ccc2Cl)o1)c1ccc2c(c1)OCCO2 | -1% | 10%
CSc1nnc(NC(=O)c2cc(=O)c3cccc(C)c3o2)s1 | -1% | -11%
CCOc1ccccc1NC(=O)NCc1noc2ccc(C)cc12 | 9% | 6%

Next section.
SMILES | UDG counterscr | AID inhibitor
COc1ccc(Cl)cc1NC(=O)CSc1nccn1-c1ccc(Cl)cc1 | 3% | -4%
Cc1ccc(CCNC(=O)CCn2nc(-c3ccccc3)ccc2=O)cc1 | -7% | -10%
CCCN(CCC)CCCNC(=O)Cn1ncn2c(cc3sc(CC)cc32)c1=O | 0% | 1%
Cc1nc2ccccn2c(=O)c1Cc1nnc(SCC(=O)Nc2ccccc2)n1C | -8% | 1%
CC[n+]1c(NCc2cc(Br)cc(Br)c2[O-])[nH]c2ccccc21 | 3% | -11%
O=C(Cn1c(=O)oc2cc(S(=O)(=O)N3CCCCCC3)ccc21)Nc1cccc(C(F)(F)F)c1 | -11% | 4%
CC(C)c1ccc(C(=O)O)c(C(C)C)c1 | -1% | 0%
Cc1ccc(S(=O)(=O)Nc2nc3ccccc3nc2Nc2ccc3c(c2)OCO3)c(C)c1 | 2% | 5%
O=C(Nc1ccc(O)c(-c2nc3ccccc3o2)c1)c1ccco1 | -2% | 33%[activator]
Cc1cccc(C(=O)N2CCC(c3nc(C4CC4)n[nH]3)CC2)c1C | 9% | 3%
O=C(CCN1CCN(c2cnccn2)CC1)Nc1cccc(Cl)c1 | 5% | -2%
Oc1ccc(-c2nc(-c3ccc(Br)s3)cs2)cc1 | -5% | 1%

Shown in CSV form: 25 of the compounds above.
molecule,UDG counterscr,AID inhibitor
CC1CCC(C(C)C)C(OC(=O)CSc2ccccc2C(=O)O)C1 (configuration not stated),2%,-10%
CCNC(=O)Cn1c(-c2cccs2)cc2ccccc21,-2%,3%
Cc1cc(NC(=O)C(C)(C)Oc2ccc(Cl)cc2)cc(-c2nc3ncccc3o2)c1O,-8%,-3%
Cc1ccc(C2=NN(CC(=O)NC(C)c3ccccc3)C(=O)CC2)cc1 (configuration not stated),-18%,10%
Cc1cccc(NC(=O)CSc2nc3c(oc4ccccc43)c(=O)n2-c2ccccc2)c1C,9%,?
O=C(c1ccccc1)N1CCC(c2nc3ccccc3o2)CC1,10%[57.5 µM],6%
CN1C(=O)c2ccccc2Sc2ccc(NC(=O)NCc3cccc(Cl)c3)cc21,1%,-3%
CCc1sc(C(=O)Nc2ccccc2C)cc1C,4%,-6%
CCc1cccc(NS(=O)(=O)c2ccc(-n3cccn3)cc2)c1,-5%,16%
Cc1cc2ccccc2n1CC(=O)NCC1CCC(C(=O)O)CC1 (configuration not stated),3%,5%
CCc1cccc2c(C(=O)CN3CCC(C(=O)N4CCCC4)CC3)c[nH]c12,5%,3%
CC(=O)NCCn1c(SCC(=O)Nc2ccc(C)cc2)nc2ccccc2c1=O,5%,?
O=C(CNC(=O)c1ccccc1)OCc1cc(=O)n2nc(C3CCCCC3)sc2n1,7%,4%
O=C(Nc1nnc(-c2cc(Cl)ccc2Cl)o1)c1ccc2c(c1)OCCO2,-1%,10%
CSc1nnc(NC(=O)c2cc(=O)c3cccc(C)c3o2)s1,-1%,-11%
CCOc1ccccc1NC(=O)NCc1noc2ccc(C)cc12,9%,6%
COc1ccc(Cl)cc1NC(=O)CSc1nccn1-c1ccc(Cl)cc1,3%,-4%
Cc1ccc(CCNC(=O)CCn2nc(-c3ccccc3)ccc2=O)cc1,-7%,-10%
CCCN(CCC)CCCNC(=O)Cn1ncn2c(cc3sc(CC)cc32)c1=O,0%,1%
Cc1nc2ccccn2c(=O)c1Cc1nnc(SCC(=O)Nc2ccccc2)n1C,-8%,1%
CC[n+]1c(NCc2cc(Br)cc(Br)c2[O-])[nH]c2ccccc21,3%,-11%
O=C(Cn1c(=O)oc2cc(S(=O)(=O)N3CCCCCC3)ccc21)Nc1cccc(C(F)(F)F)c1,-11%,4%
CC(C)c1ccc(C(=O)O)c(C(C)C)c1,-1%,0%
Cc1ccc(S(=O)(=O)Nc2nc3ccccc3nc2Nc2ccc3c(c2)OCO3)c(C)c1,2%,5%
O=C(Nc1ccc(O)c(-c2nc3ccccc3o2)c1)c1ccco1,-2%,33%[activator]

(listing goes on)
SMILES | UDG counterscr | AID inhibitor
CSc1ccc(C=Nc2ccc(Br)c(Cl)c2)cc1 | -6% | -3%
Cc1ccc(CNC(=O)CC2Oc3ccc(Cl)cc3NC2=O)cc1 (configuration not stated) | 4% | 10%
Cc1cc(Nc2sc(C(=O)c3ccc(F)cc3)c(N)c2C(=O)Nc2ccc(F)cc2)ccc1Cl | -22% | 93%[activator]
COc1ccccc1CN(C)C(=O)NCc1ccccc1S(=O)(=O)N1CCCCC1 | -5% | -13%
COc1cc(NC(=O)c2c3c(nc4ccccc24)C(=O)N(C2CCCCC2)C3)cc(OC)c1 | 0% | 26%
Cc1ccc(N(CC(=O)N2CCN(c3ccc(F)cc3)CC2)S(=O)(=O)c2c(C)noc2C)cc1 | -26% | ?
O=C(CN1C(=O)COc2ccc(Cl)cc21)Nc1cccc(F)c1 | 0% | -4%
COc1cccc(CNC(=O)c2ccc3c(c2)N(Cc2ccc(F)cc2Cl)C(=O)c2ccccc2S3)c1 | -6% | -14%
COc1ccc(C2=C(C)C(=O)N(Cc3ccc(C(=O)Nc4cccc(F)c4)cc3)S2(=O)=O)cc1 | ? | 9%
Cn1cc(S(=O)(=O)N2CCCCCC2)cc1C(=O)N1CCN(c2ccc(F)cc2)CC1 | -6% | -17%
COc1ccc(OC)c(NC(=O)c2cnc(N3CCCCC3)c3ccccc23)c1 | 0% | 80%[activator]
O=C(O)c1ccc(C2CC2)cc1 | 1% | 1%
Cc1ccccc1C(=O)N1CCC(c2nc3ccccc3s2)CC1 | -9%[57.5 µM] | -13%[57.5 µM]
Cc1ccc(CSCCNC(=O)C2CCN(S(=O)(=O)Cc3ccccc3)CC2)cc1 | 11% | 5%
CCCN(CCC)S(=O)(=O)c1ccc(C(=O)Nc2sc3c(c2C(=O)OC)CCN(CC)C3)cc1 | -11% | 9%
CC1CCN(S(=O)(=O)c2csc(C(N)=O)c2)CC1 | 10% | 2%
